# Assay outcomes as filed in PubChem.
# Shn3 inh set2 = inhibitors of Schnurri-3 3'UTR reporter in osteoblasts; AID 588674; inhibition, % at 12.5 µM; Clone20 osteoblast Shn3 3'UTR firefly luciferase, 24 h; 0.52% of 360,000 active;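 active = mean inhibition of at least 75% with every replicate also reaching 75%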;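 also: 0% = median of neutral control wells and 100% = pilot-screen positive control compound; some compounds past the cut are filed as inactive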
# SRC1 inh = inhibitors of human steroid receptor coactivator 1 (SRC1); Q15788; HEK293 GAL4-SRC1 luciferase reporter, luminescence; AID 588354; 0.12% of 360,000 active; inhibition, % at 3.6 µM;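 active = inhibition above the campaign mean plus 3 SD, with each screening campaign given its own cutoff, cut at about 60% in these data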;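 also: 0% = DMSO treated cells and 100% = gossypol at 36 µM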
# NR5A2 inv ag = NR5A2 inverse agonism in reporter assay; O00482; HEK293T StAR-luciferase reporter, LRH-1 transfected, 24 h; inhibition, % at 3.6 µM; 0.13% of 360,000 active; AID 602396;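 active = inhibition above the mean inhibition of all tested compounds plus 3 SD, cut at about 73% in these data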;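 also: 0% = DMSO wells and 100% = reporter-only cells lacking LRH-1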
# Target sequence (O00482 whole entry, looked up): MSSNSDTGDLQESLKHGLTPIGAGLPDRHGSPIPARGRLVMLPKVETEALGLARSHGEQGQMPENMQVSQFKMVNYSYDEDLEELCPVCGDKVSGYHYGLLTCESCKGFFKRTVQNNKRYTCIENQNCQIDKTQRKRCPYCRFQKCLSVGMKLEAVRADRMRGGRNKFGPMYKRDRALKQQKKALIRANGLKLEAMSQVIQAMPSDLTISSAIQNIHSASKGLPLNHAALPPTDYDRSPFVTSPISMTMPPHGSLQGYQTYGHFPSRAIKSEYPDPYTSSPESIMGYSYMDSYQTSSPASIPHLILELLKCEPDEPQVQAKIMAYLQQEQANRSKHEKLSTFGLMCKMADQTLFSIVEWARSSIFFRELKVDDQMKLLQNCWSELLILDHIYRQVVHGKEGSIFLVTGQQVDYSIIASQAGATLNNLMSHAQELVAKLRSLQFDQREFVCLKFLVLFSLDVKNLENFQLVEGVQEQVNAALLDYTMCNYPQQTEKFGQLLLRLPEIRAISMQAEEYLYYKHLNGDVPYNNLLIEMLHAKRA
# EBV LMP1 NFkB = Epstein-Barr LMP1 NF-kappaB reporter inhibition. LMP1-induced NF-kappaB luciferase reporter cells, luminescence. inhibition, % at 12.5 µM. 0.69% of 350,000 active; in the data active = inhibition above about 41%;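 also: 0% = neutral control wells and 100% = reference inhibitor control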
# TROY NFkB inh = TROY signaling inhibition; Q293 LMP1-TROYcd NF-kB luciferase reporter, 4 h; inhibition, % at 10 µM; 0.98% of 360,000 active; AID 1347056;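 active = compounds whose plate-normalised and pattern-corrected inhibition of the luciferase reporter signal at the single screening dose is 50% or more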
# NCOA3 inh = inhibits human SRC3 coactivator. Q9Y6Q9. HEK293 GAL4-SRC3 luciferase reporter, luminescence. inhibition, % at 3.6 µM. 0.17% of 360,000 active;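 active = inhibition above a per-campaign cutoff, the mean of all compounds plus 3 SD, cut at about 60% in these data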;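 also: 0% = DMSO-treated cells and 100% = gossypol-treated cells at 36 µM; higher means less SRC3-driven luciferase light from the GAL4 reporter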
# KKLEB tox = reduces viability of KKLEB cystic fibrosis airway cells. KKLEB CF airway cells viability, ATPlite luminescence, overnight; hits give low values; cells stimulated with P. aeruginosa culture filtrate. activity change (cytotoxicity), % at 5 µM. 0.36% of 360,000 active;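 active = corrected activity change at or below -50% at 5 µM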
# NR2F2 inh = inhibitors of human COUP-TFII (NR2F2); HEK293T NGFI-A luciferase reporter, luminescence; P24468; 0.7% of 370,000 active; inhibition, % at 8.6 µM; AID 686940;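 active = inhibition above a per-plate cutoff, mean inhibition of test wells between control levels plus 3 SD, cut at about 38% in these data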;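 also: cells cotransfected with COUP-TFII expression vector driving the NGFI-A reporter; 0% = median of COUP-TF2 test wells and 100% = reporter-only cells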
# Target sequence (P24468 whole entry, looked up): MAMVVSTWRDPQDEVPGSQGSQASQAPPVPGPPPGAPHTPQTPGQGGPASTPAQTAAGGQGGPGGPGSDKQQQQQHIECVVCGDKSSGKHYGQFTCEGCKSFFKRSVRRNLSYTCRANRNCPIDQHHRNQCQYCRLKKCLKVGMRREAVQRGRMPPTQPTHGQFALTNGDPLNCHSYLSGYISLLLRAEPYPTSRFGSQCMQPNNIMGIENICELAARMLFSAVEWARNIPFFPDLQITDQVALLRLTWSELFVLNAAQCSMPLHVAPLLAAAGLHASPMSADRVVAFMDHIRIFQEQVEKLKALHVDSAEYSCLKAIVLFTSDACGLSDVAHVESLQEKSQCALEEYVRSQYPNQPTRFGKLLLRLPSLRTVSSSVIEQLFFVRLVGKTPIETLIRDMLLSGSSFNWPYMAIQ
# CF NFkB block = blocks PAF-induced NF-kB reporter in cystic fibrosis cells; KKLEB NF-kB-GFP reporter, GFP fluorescence overnight; inhibition, % at 5 µM; 0.86% of 360,000 active;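 active = at least 50% inhibition at 5 µM, scaled per plate between neutral and stimulator controls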;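 also: PAF is a Pseudomonas aeruginosa culture filtrate used as stimulus; plate controls were PAF-stimulated DMSO wells for no effect and unstimulated DMSO wells for full effect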
# TWEAK Fn14 block = blocks TWEAK-Fn14 interaction in a reporter cell assay; AID 1159606; TWEAK-stimulated Fn14 reporter cells, luciferase luminescence, 8 h; 2% of 360,000 active; inhibition, % at 10 µM; in the data active = inhibition above about 50%
# TRAIL sens C8 = sensitizes caspase-8 expressing cells to TRAIL; NB7+C8 cells + TRAIL, ATPlite viability luminescence; inhibition (viability loss, TRAIL sensitization), % at 10 µM; 1% of 360,000 active; AID 624354;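 active = compounds causing at least 50% loss of cell viability in the single-dose screen, relative to plate controls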
# Starred values were filed as active, the others as inactive; x = no result given; & = joins results of further samples; ! = repeats disagree.
SMILES,Shn3 inh set2,SRC1 inh,NR5A2 inv ag,EBV LMP1 NFkB,TROY NFkB inh,NCOA3 inh,KKLEB tox,NR2F2 inh,CF NFkB block,TWEAK Fn14 block,TRAIL sens C8
NC(=O)CC(NC(=O)Cc1ccc(Br)cc1)c1ccc(NC2CC3CCC2C3)c([N+](=O)[O-])c1 (stereo unspecified),1,8,26,8,16,11,-9,17,-11,22,-14
O=C(COc1ccc(S(=O)(=O)NC2CCCC2)cc1)NCC1CCCO1 (stereo unspecified),4,-32,4,-1,12,20,0,4,0,-2,0
Cc1ccccc1-n1nnnc1SC(C)C(=O)Nc1ccc(N2CCN(C)CC2)cc1 (stereo unspecified),-30,8,-10,7,8,-4,-2,-5,-9,22,8
O=S1(=O)CC(N2CCN(CCO)CC2)CN1Cc1ccc(F)cc1 (stereo unspecified),-18,6,-5,x,-9,12,-1,4,-4,8,-9
O=C(COC(=O)C1CCC1)Nc1ccc(OC(F)F)cc1,-4,11,11,-1,-4,16,6,-4,-4,-1,9
CC1CCCCC12NC(=O)N(CC(=O)Nc1ccc(N3CCCCC3)cc1)C2=O (stereo unspecified),-3,-4,-4,-5,5,4,3,-8,-12,-1,3
COc1cc(/C=C/C(=O)O)cc(S(=O)(=O)N2CCc3ccccc3C2)c1OC,-1,8,-3,-3,-1,6,10,3,9,12,-1
CCOC(=O)N1CCC(=NNc2ncc(C(F)(F)F)cc2Cl)CC1,-15,-26,-13,0,43,-16,6,6,-1,-12,-13
O=C(Nc1ncc2c(n1)-c1ccccc1CC2)c1cccs1,-24,-32,-18,-3,-12,-4,2,-11,6,25,8
CCc1nnc(NS(=O)(=O)c2ccc(NC(=O)c3cc(Cl)ccc3Cl)cc2)s1,-17,-21,-6,-1,6,-15,8,-26,4,21,0
COC(=O)C1=C2c3[nH]c4ccccc4c3CCN2C(=O)CC1,-14,-5,11,-11,-6,-7,-19,-10,-13,4,-7
O=C(Nc1ccc(Cl)cc1)Nc1ccc(-c2cnco2)cc1,3,-13,-10,-3,3,-25,-5,-9,-26,-56,33
CCOC(=O)c1ccc(NC(=O)CCNC(=O)c2ccc([N+](=O)[O-])cc2)cc1,25,-55,10,1,1,15,-8,-17,4,6,-22
Oc1ccccc1N=N/C(=N/Nc1ccccc1O)c1ccccc1,-7,-5,7,-3,5,-18,10,16,-4,19,-12
COc1cc(OC)c(OC)cc1CNc1cc(C)ccc1OC,89*,9,26,13,21,27,6,39*,1,30,14
COc1ccc([C@H]2CC(=O)C=C(c3cccc(F)c3OC)C2)cc1,20,2,7,0,-11,-16,-13,-4,17,8,20
Cc1cccc(C(=O)N2CCC(=O)N(C(COCc3cccc(Cl)c3)Cc3ccccc3)CC2)c1 (stereo unspecified),12,1,-18,10,-15,-8,-18,10,-7,-35,28
O=C1OCCN1C(=O)[C@H]1[C@H](c2ccc(Cl)cc2)C(c2ccc(F)cc2)=NN1c1ccccc1,-8,-1,-16,-3,5,-1,-1,-5,16,9,3
CCOc1cc2[nH]c(=O)n(Cc3cccc(OC)c3)c(=O)c2cc1OCC,6,8,7,9,14,12,6,4,-10,7,-22
CCOC(=O)c1ccc(N/C=C/C(=O)c2ccco2)cc1,-29,-112,-128,-9,-9,-106,2,-61,2,-12,51*
O=c1oc(-c2ccc(Cl)cc2[N+](=O)[O-])nc2ccccc12,5,-23,-2,2,-11,-9,-10,4,27,-11,-7
Cc1nc(SCC(=O)Nc2ccc3c(c2)OCCO3)nc(C)c1C,6,3,4,-4,-43,5,-6,1,-21,11,9
CCS(=O)(=O)NC(=O)C1(C)CCN1C(=O)C1(c2ccc(Cl)cc2)CC1 (stereo unspecified),-8,4,-9,x,-16,6,-1,9,21,4,-20
CC1CCC(C(O)(C(=O)c2ccccc2)c2ccccc2)C(=O)C1 (stereo unspecified),-1,5,6,-5,-7,1,-3,-12,11,-13,-8
COc1cc(C(=O)OC2CCOC2=O)cc(Cl)c1OC (stereo unspecified),0,-18,21,-1,9,-4,0,10,10,-25,2
# (next part)
SMILES,Shn3 inh set2,SRC1 inh,NR5A2 inv ag,EBV LMP1 NFkB,TROY NFkB inh,NCOA3 inh,KKLEB tox,NR2F2 inh,CF NFkB block,TWEAK Fn14 block,TRAIL sens C8
O=C(CSc1ccccn1)N/N=C/c1ccccc1[N+](=O)[O-],-19,-22,-26,2,-75,3,10,-13,13,-30,4
O=C(CSc1nnc(SCc2cccc3ccccc23)s1)c1ccc2c(c1)OCO2,-6,-5,-20,6,-47,-11,5,7,0,-43,-6
CCOC(=O)c1ccc(NC(=O)NCc2ccc(OC)cc2)cc1,-29,0,-29,-5,-29,-4,4,-19,-4,24,-1
COC(=O)c1cc(C(=O)Nn2cnnc2)cc([N+](=O)[O-])c1,13,20,0,-1,6,8,7,25,8,27,13
COc1cccc(N(CC(=O)NC(C)c2ccccc2)S(C)(=O)=O)c1 (stereo unspecified),-6,-3,6,-3,6,-2,-3,-15,12,-12,4
CC1CCCCN1C(=O)CSc1nc2c(c(=O)n(C)c(=O)n2C)n1C (stereo unspecified),3,-3,6,-13,3,1,-14,-11,-17,4,0
CCOc1ccc(NC(=O)CN(C)C(=O)C(C)Oc2ccc(Cl)cc2)cc1OCC (stereo unspecified),8,12,9,-1,-1,0,2,7,-14,1,5
CCC(=O)n1nc(-c2cccnc2)nc1NCc1ccccc1,13,-2,-20,4,0,1,-8,-14,15,2,-15
O=C(NCCO)C1CCN(S(=O)(=O)c2ccc(F)cc2)CC1,4,-3,-4,-5,-15,-7,2,-22,-10,-18,-9
COc1ccc(NS(=O)(=O)c2c(C)cc(C)cc2C)cn1,4,-6,7,0,4,1,0,8,9,-3,9
CCC(=O)Nc1cc2nn(-c3ccc(C)cc3)nc2cc1C,50,44,18,63*,90*,34,-32,46*,-6,93*,65*
C#CCOCCOCCOCCNc1nc(N2CCN(C(=O)CCCCCCCCCCNC(=O)Cn3cc(C[C@@H](C)O)nn3)CC2)nc(N2CCN(C(=O)CCCCCCCCCCNC(=O)[C@@H]([C@H](C)CC)n3cc(CCCCCN)nn3)CC2)n1,20,0,2,-32,68*,-15,-40,x,20,-9,93*
O=C(Cc1ccccc1)NNC(=S)Nc1ccccc1,10,-34,0,-8,-6,10,-10,-13,-2,-10,-2
O=C(CSCc1cnn(-c2ccccc2)c1-n1cccc1)N1CCN(Cc2ccccc2)CC1,-27,-26,11,0,-2,1,-5,9,-15,16,-2
COc1cccc(CNC(=O)C2CC(=O)N(C3CCCCC3)C2)c1 (stereo unspecified),-9,5,-8,-1,5,5,-3,-15,40,6,-9
COc1ccc(CNC(=O)CN(c2ccc(OC)c(Cl)c2)S(=O)(=O)c2ccc(C)cc2)cc1,8,3,-21,4,-1,-1,-4,-2,-22,-3,-2
C=CCNC(=O)/C(C#N)=C/c1c(N2CCN(c3ccc(OC)cc3)CC2)nc2c(C)cccn2c1=O,7,11,0,10,-9,5,2,-4,-13,4,-12
CC(=O)OC(C(=O)NC1CCCCC1)c1cccc(C)c1 (stereo unspecified),-15,1,-3,0,-24,0,-10,0,6,4,5
COc1ccc(NC(=O)c2cccc3c2C(=O)N(CC2CCCO2)C3)cc1OC (stereo unspecified),-8,4,-16,5,-4,-26,3,x,-11,11,-14
O=C(N/N=C/c1ccc(OC(=O)c2ccccc2)cc1)c1cccnc1,4,9,-22,-4,0,-27,-8,-8,-17,7,7
CCOc1ccc2oc(C(=O)OCC(=O)N3CCCC(C)C3)c(C)c2c1 (stereo unspecified),4,9,-15,-4,1,0,18,16,-14,-4,3
CC(C)Cn1c(N)c(C(=O)COC(=O)c2ccccc2Cl)c(=O)n(C)c1=O,-1,7,-8,16,23,6,-10,8,-8,-8,12
Cc1ccc(-n2cnc3sc(C)c(C)c3c2=O)cc1,-79,-32,-4,-19,-35,-12,1,-6,-17,-27,2
CCC1(C)CN=C(c2ccccc2)NC1 (stereo unspecified),-2,-4,-42,-1,4,-17,13,-19,-48,-14,-11
Cc1ccc2oc(C(=O)N3CCC(O)(c4ccccc4)CC3)c(C)c2c1,25,-10,-1,3,-25,6,-4,-3,-2,-32,-6
# Going on with the list:
SMILES,Shn3 inh set2,SRC1 inh,NR5A2 inv ag,EBV LMP1 NFkB,TROY NFkB inh,NCOA3 inh,KKLEB tox,NR2F2 inh,CF NFkB block,TWEAK Fn14 block,TRAIL sens C8
COC(=O)C1(C)NC(c2ccco2)C2C(=O)N(c3ccc(F)cc3)C(=O)C21 (stereo unspecified),5,2,-5,5,7,-13,-2,-4,5,15,2
CC1CCCC(C)N1C(=O)Cc1ccccc1 (stereo unspecified),2,10,10,11,-17,18,-2,-3,-16,13,5
COc1ccc(/C=C/C(=O)NC(=S)NNC(=O)c2cccs2)cc1,13,-24,-57,10,-11,-10,-16,-15,32,-20,-15
O=C(Nc1c(C(=O)N2CCCCC2)cnn1-c1ccccc1)c1ccccc1F,-5,-5,8,-9,-1,14,-4,-24,24,2,-12
COc1ccccc1/C=C/C1(C(=O)NC2CCCC2)CC(=O)N1c1ccccc1 (stereo unspecified),32,16,-8,6,17,-2,-6,4,15,-23,28
CCN(CC)C(=O)Oc1ccc2c(c1)O/C(=C\c1ccco1)C2=O,-8,-28,-62,-13,19,-45,0,-5,-2,25,5
Cc1ccc(NC2OC(CO)C(O)C(O)C2O)cc1 (stereo unspecified),-10,-1,4,-4,-13,17,10,1,-15,-6,-8
COc1ccc(C(CNC(=O)c2ccc(OCc3csc(C)n3)cc2)N2CCCC2)cc1 (stereo unspecified),9,-20,-38,-11,0,-63,0,-12,-9,-5,6
COCCNC(=O)/C(C#N)=C\c1ccc(CNS(=O)(=O)c2ccc(C)cc2)o1,-24,11,20,1,14,8,8,7,-10,14,1
Cc1ccc(Cl)cc1NS(=O)(=O)c1cc2[nH]c(=O)c(=O)[nH]c2cc1C,7,-6,-13,-7,-33,2,-10,4,2,3,15
COCC(=O)N(Cc1nc2sc(C)c(C)c2c(=O)[nH]1)C1CCCCC1,3,-6,5,-5,2,15,4,0,-3,1,-18
COc1ccc(C2=CC(=O)CC(c3ccc(F)cc3)C2)cn1 (stereo unspecified),-3,-15,1,-4,-3,-1,-7,0,14,-22,-10
CC(C)c1nc(SCC(=O)N2CCN(c3ccccc3)CC2)c2c(=O)n(C)c(=O)n(C)c2n1,31,-3,7,5,31,2,-3,9,-5,18,28
Cc1ccc(Cl)cc1NC(=S)N(C)N,-6,5,2,-8,-19,10,7,3,8,2,-3
CCN(c1ccc(OC)cc1)S(=O)(=O)c1csc(C(=O)N2CCCC2)c1,14,-2,18,-3,-15,7,-8,3,-11,4,2
c1cnc2c(c1)ccc1cccnc12,95*!,-8&14,58&61,18&15,-2&-4,46&26,7&12,5&-6,-31&-6,-19&-18,34&12

# These rows are one share of the data (hit frequency here may not be typical).
